Screens from PubChem.
NTMT1 inhibitor = blocks human N-terminal methyltransferase 1 activity | Q9BV86 | NTMT1 MTase-Glo SAH luminescence, purified enzyme | Potency, µM (top dose mostly 114 µM), without a hit: top-dose activity change, negative = inhibition, hits mostly inhibitors | 59,000 tested, 2.5% active | AID 1645870;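 also: potency is read from the fitted curve at half-maximal effect; plate controls were DMSO vehicle for no effect and no enzyme for full effect; nearly all actives have a fitted effect of over 65% in size; many of its hits are not listed in these tables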
Target sequence (Q9BV86 whole entry, looked up): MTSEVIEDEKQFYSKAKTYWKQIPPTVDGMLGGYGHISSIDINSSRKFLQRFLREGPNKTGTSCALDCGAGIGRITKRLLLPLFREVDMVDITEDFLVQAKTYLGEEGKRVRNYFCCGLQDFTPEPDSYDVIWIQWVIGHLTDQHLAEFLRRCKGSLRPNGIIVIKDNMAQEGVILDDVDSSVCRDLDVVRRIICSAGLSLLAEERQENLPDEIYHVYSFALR
GALK inhibitor = inhibits human galactokinase; Potency, µM (highest dose often 57.5 µM), without a hit: top-dose activity, negative = inhibition, usual class: inhibitors; P51570; 44,000 tested, under 10 active; AID 1347072; recombinant GALK, Kinase-Glo ATP luminescence, 1 h;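 also: plate controls were full GALK reaction for no effect and reaction lacking GALK for full effect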
Target sequence (P51570 whole entry, looked up): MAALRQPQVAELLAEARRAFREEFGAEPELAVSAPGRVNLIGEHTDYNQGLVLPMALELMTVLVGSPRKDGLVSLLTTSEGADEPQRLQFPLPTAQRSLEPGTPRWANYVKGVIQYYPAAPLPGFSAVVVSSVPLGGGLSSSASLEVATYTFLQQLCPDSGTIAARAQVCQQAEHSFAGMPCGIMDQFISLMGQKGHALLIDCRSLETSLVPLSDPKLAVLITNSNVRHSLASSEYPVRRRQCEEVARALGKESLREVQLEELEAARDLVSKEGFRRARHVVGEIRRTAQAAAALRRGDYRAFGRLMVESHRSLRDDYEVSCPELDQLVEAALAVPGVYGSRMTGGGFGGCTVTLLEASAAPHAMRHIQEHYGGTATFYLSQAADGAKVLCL
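Reactions with and without enzyme served as controls. GALK at 5 nM phosphorylates 100 uM galactose using 35 uM ATP (HEPES pH 8.0, Mg2+) for 1 h at RT, with luminescence read 10 min after adding Kinase-Glo Plus.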
FH mod = Identification of activators of human fumarate hydratase by quantitative high-throughput screening; Fumarate hydratase, mitochondrial (Homo sapiens), P07954; FH coupled MDH/diaphorase resazurin fluorescence, 15 min; AID 1347055, 2019; Potency, µM (highest dose often 79.9 µM), for inactives: at the top dose activity change, negative = inhibition, usual class: inhibitors; 54,000 tested, 0.22% active; also: potency is read from the fitted curve at half-maximal effect; % is scaled to controls: 0 for no effect and ±100 for the full control effect; the screen sought activators but most active calls are inhibition curves; nearly all actives have a fitted effect of over 45% in size
p53null 39C tox = selectivity test: cytotoxicity in p53 null cells, nonpermissive temperature | H1299 p53-null (neo) cells, 39C, ATPlite viability, 24 h | Potency, µM (series often up to 46.1 µM), without a hit: at the top dose activity, negative = cell killing, hits mostly cytotoxic | 55,000 tested, 0.97% active;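 also: potency is read from the fitted curve at half-maximal effect; 0% = DMSO only and -100% = full killing by 100 µM tamoxifen; nearly all actives have a fitted effect of over 50% in size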
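Luminescent ATP signal reported cell survival after H1299 lines (neo, p53 null; or p53 A138V) received up to 46 uM compound and 24 hr incubation at 39C.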
B2AR arrestin ag = agonists recruiting beta-arrestin to human beta2-adrenergic receptor; HTLA Tango cells, beta-arrestin recruitment, luciferase luminescence, 18 h; Potency, µM (doses to about 46.1 µM), for the others: at the highest dose activation, usual class: activators; 44,000 tested, under 10 active; P07550;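 also: potency is read from the fitted curve at half-maximal effect; 0% = DMSO and full agonism = EC100 isoproterenol or metaproterenol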
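Luminescence read-out: arrestin recruitment to recombinant beta2-AR releases tTA, inducing luciferase. Cells exposed 18 hr at 37 degrees C to up to 46 microM compound; %Activity from corrected signal, concentration-response curves classified by r2, magnitude and efficacy.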
TSG101-PTAP inh = blocks PTAP binding to human TSG101, validation; Fluorescence polarization, FITC-PTAP peptide/Tsg101, 20 min; Potency, µM (titrated, usually from 115 µM), for inactives: at the top dose activity change, negative = inhibition, hits mostly inhibitors; AID 1347069; 44,000 tested, under 10 active; Q99816; also: potency is read from the fitted curve at half-maximal effect; 0% is about no effect
Target sequence (Q99816 whole entry, looked up): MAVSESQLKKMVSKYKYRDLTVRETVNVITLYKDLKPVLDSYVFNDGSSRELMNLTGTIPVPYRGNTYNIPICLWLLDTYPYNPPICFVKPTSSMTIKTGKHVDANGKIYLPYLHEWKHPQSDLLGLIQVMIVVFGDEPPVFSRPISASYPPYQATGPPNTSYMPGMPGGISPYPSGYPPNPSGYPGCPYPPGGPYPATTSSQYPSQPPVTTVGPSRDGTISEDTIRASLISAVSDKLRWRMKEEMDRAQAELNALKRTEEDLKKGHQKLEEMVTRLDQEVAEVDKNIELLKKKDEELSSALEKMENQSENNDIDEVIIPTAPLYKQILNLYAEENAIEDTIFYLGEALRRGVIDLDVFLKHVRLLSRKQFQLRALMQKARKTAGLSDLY
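FITC-labeled PTAP peptide (50 nM final) binding to Tsg101 binding domain (10 uM final) read by fluorescence polarization after 20 min at r.t. in HEPES pH 7.5 buffer. Actives by CRC class, <25 µM.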
p53null 32C tox = selectivity test: cytotoxicity in p53 null cells, permissive temperature | H1299-neo p53 null cells, ATP luminescence, 24 h, 32C | Potency, µM (series often up to 46.1 µM), for inactives: top-dose activity change, negative = cytotoxicity, actives largely listed as cytotoxic | 55,000 tested, 0.62% active | AID 903;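 also: potency is read from the fitted curve at half-maximal effect; 0% = DMSO only and -100% = full killing by 100 µM tamoxifen; nearly all actives have a fitted effect of over 55% in size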
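Luminescent ATP readout gave cell viability of p53-null H1299-neo cells after a 24 h compound exposure at the permissive 32C. Titrations ran up to 46 uM, and AC50s were fitted with the standard Hill equation.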
Starred values were filed as active, the others as inactive; ? = inconclusive; · = not tested or not shown; [ ] = dose if it differs, or a comment. Calls follow the shape of the dose curve; as a rule, active = well fitted curve in the direction sought with a large enough effect; inconclusive = small, poorly fitted or top-dose-only effect, or another doubt; inactive = no such curve, though single readings can be large; an effect the other way counts as inactive or inconclusive. Only part of the results is shown. The share of hits here may be higher or lower than overall.

SMILES	NTMT1 inhibitor	GALK inhibitor	FH mod	p53null 39C tox	B2AR arrestin ag	TSG101-PTAP inh	p53null 32C tox
Cc1ccc(/C=C/c2onc(C)c2S(=O)(=O)N2CCC(C(=O)N3CCOc4ccccc43)CC2)cc1	-3%	-2%	?	0%	0%	-14%	-1%
Cc1c(CC(=O)NCc2ccccc2)c(=O)oc2c(C)c(O)ccc12	·	4%	·	-20%	1%	-6%	8%
COc1ccc(-n2c(=O)c3c(C)c(C)sc3n(CC(=O)NCc3ccc(C)cc3)c2=O)c(OC)c1	7%	-1%	-21%	-5%	0%	-5%	1%
COc1ccc(-c2oc3ncn4nc(COc5ccccc5C)nc4c3c2-c2ccc(OC)cc2)cc1	-2%	2%	-29%	-4%	0%	-2%	6%
Cc1ccccc1NC(=O)CSc1nc2ccccc2c2nc(CCn3c(C)nc4ccccc43)nn12	-14%	0%	-2%	9%	-2%	0%	-14%
Cc1[nH]c2ccccc2c1C1N2CC3(C)CN1CC(C)(C2)C3=O (stereo not drawn)	-2%	3%	-5%	-6%	1%	-5%	3%
CCSc1ncc(Cl)c(C(=O)Nc2cc(C)ccc2C)n1	0%	0%	6%	0%	-1%	1%	3%
CCn1cc(C(=O)NCCc2ccccc2)c(=O)c2cc(S(=O)(=O)N3CCc4ccccc4C3)ccc21	11%	-2%	-14%	4%	-1%	-3%	11%
COc1ccc(Cl)cc1NC(=O)Cn1cc(C(=O)c2ccncc2)c(=O)c2cc(C)ccc21	4%	0%	23%	4%	0%	-1%	5%
CCc1ccc(C(=O)c2cn(CC(=O)Nc3ccc(Cl)cc3)c3cc4c(cc3c2=O)OCO4)cc1	9%	8%	-14%	16%	1%	8%	11%
COc1ccccc1N1CCN(C(=O)CCNS(=O)(=O)c2ccc3c(c2)CCN3C(=O)C2CC2)CC1	-6%	4%	-8%	9%	0%	-4%	-1%
O=C(COCc1cc(-c2ccc(F)cc2)on1)Nc1cccc(C(F)(F)F)c1	-5%	10%	-17%	-21%	1%	-7%	1%
CCCOc1ccc(NC(=O)CC2C(=O)N(c3cccc(OC)c3)C(=O)N2Cc2cccs2)cc1 (stereo not drawn)	·	2%	·	-12%	1%	2%	6%
CCc1ccc2ncc3c(-c4ccc(C)cc4)nn(CC(=O)NCc4ccccc4)c3c2c1	9%	?	-17%	0%	1%	-1%	-5%
CCc1cccc(CC)c1NC(=O)C(CC)n1nc(C)n2c(cc3cc(C)ccc32)c1=O (stereo not drawn)	-6%	-2%	-8%	-20%	-2%	1%	-6%
Cc1ccccc1Cn1c(CN2CCC(C(=O)NCCc3ccccc3)CC2)cc2ccccc21	16%	-1%	-11%	-2%	-2%	-1%	3%
CN1CCN(CCCNC(=O)c2cnn(-c3ccccc3)c2C2CCN(C(=O)OC(C)(C)C)CC2)CC1	-2%	0%	5%	-2%	-1%	0%	8%
O=C(CN1C(=O)CCSc2ccccc21)Nc1ccc(C(F)(F)F)cc1	-5%	1%	1%	-13%	0%	-8%	31%[activator]
Cc1ccc(Cl)c2sc(N3CCN(C(=O)C4CC4)CC3)nc12	?	1%	-16%	7%	-3%	-4%	-5%
O=C(COc1ccccc1F)NC1CC(=O)N(c2ccc3c(c2)OCCO3)C1 (stereo not drawn)	89µM*	-1%	-15%	3%	-2%	0%	0%
Cc1cccc(-c2nc(CSCC(=O)N3CCN(c4ccccc4)CC3)c(C)o2)c1	-4%	-3%	?	4%	0%	-4%	0%
Oc1c(C(c2ccccc2Cl)N2CCCC2)sc2nc(-c3ccco3)nn12 (stereo not drawn)	0%	-3%	-8%	3%	-2%	0%	3%
Cc1cc(=O)[nH]c2nnc(SCc3ccc(Cl)c(Cl)c3)n12	-1%	-3%	-5%	5%	-4%	-5%	-2%
COC(=O)c1cnn(-c2ccc(C(=O)Nc3ccc(OC(F)(F)F)cc3)cc2)c1N	6%	1%	27%	5%	-3%	-1%	-7%
COc1ccc(NC(=O)COCc2cc(-c3ccco3)on2)cc1	5%	0%	-2%	8%	-1%	1%	11%
CCCOc1ccc(CNC(=O)CCCn2nc(C)c3sc4ccccc4c3c2=O)cc1	1%	0%	6%	?	-3%	-1%	?
COc1ccc(-c2nc3ccccc3s2)cc1NC(C)=O	-12%	2%	1%	-9%	0%	-3%	?
CC(C)c1ccc(NC(=O)C2CCCN(S(=O)(=O)c3cccc4cccnc34)C2)cc1 (stereo not drawn)	-3%	-2%	-24%	1%	0%	-1%	5%
COc1ccccc1N1CCN(c2nc3ccccc3n3cnnc23)CC1	-19%	-3%	-33%	9%	0%	-12%	-6%
COc1ccc(-c2noc(-c3ccc(N4CCN(C)CC4)c([N+](=O)[O-])c3)n2)cc1OC	14%	3%	-2%	13%	-2%	4%	3%
CCOC(=O)Cn1c(=O)n(CC2CCCO2)c2nc(-c3ccccc3F)nc(C(N)=O)c21 (stereo not drawn)	5%	0%	-3%	?	-1%	-3%	0%
Cc1cccc(N2CCN(S(=O)(=O)c3cc(Cl)ccc3Cl)CC2)c1C	4%	-14%	-17%	-7%	0%	-5%	1%
CCn1cc(C(=O)N2CCN(c3ccccc3)CC2)c(=O)c2cc(S(=O)(=O)N(C)C)ccc21	-4%	-2%	-3%	-2%	1%	-5%	-10%
CCCNC(=O)c1ccc2c(c1)nc1n2CCCCC1	-6%	-1%	-8%	10µM*	-1%	-1%	13µM*
CC(=O)c1cccc(NS(=O)(=O)c2cc(-c3cnc(C4CC4)o3)ccc2C)c1	-5%	1%	-9%	-7%	0%	0%	-4%
CCN(CC)C(=O)CSc1nc(-c2ccccc2F)nc2c1Cc1c(CO)cnc(C)c1O2	2%	5%	-24%	-2%	3%	-12%	9%
CCOC(=O)c1c(-c2ccccc2)oc2cc(Br)c(OCc3ccccc3)cc12	10%	-4%	-8%	-9%	0%	1%	-3%
Cc1ccc(C)c(OCC(=O)Nc2ccc(S(=O)(=O)Nc3onc(C)c3C)cc2)c1C	21%	-1%	-4%	2%	-2%	-2%	-8%
CC(=O)N1c2ccc(S(=O)(=O)N3CCCCCC3)cc2CC1C(=O)NCc1cccc(C)c1 (stereo not drawn)	12%	-5%	11%	-1%	0%	-2%	-2%
Cc1ccc(C)c(Cn2c(=O)c3c(nc4n3CCN4c3ccc(F)cc3)n(C)c2=O)c1	-1%	-1%	11%	-8%	-1%	0%	5%
O=C(Nc1ccccc1)C(Cc1ccccc1)N1Cc2ccccc2C1=O (stereo not drawn)	10%	0%	-3%	-10%	-1%	1%	-3%
CCCCn1c2ccccc2c2nnc(SCC(=O)Nc3ccc(NC(C)=O)cc3)nc21	?	2%	-9%	-1%	0%	-1%	-5%
CC(C)CCNC(=O)CCCn1c(=O)c2cccn2c2ccccc21	2%	4%	-7%	5%	0%	-1%	20%
Cc1oc2ncn(C)c(=O)c2c1C(=O)NCCCN1CCCC(C)C1 (stereo not drawn)	-5%	2%	9%	-1%	0%	-13%	8%
COc1cc(OC)c(NC(=O)C2CCCN(c3ncnc4c3nc3n4CCCCC3)C2)cc1Cl (stereo not drawn)	-8%	1%	-17%	-4%	3%	0%	4%
CCc1ccccc1NC(=O)CSc1nnc2ccc3ccccc3n12	2%	4%	-11%	-21%	-4%	-1%	-8%
CC(C)Oc1ccc(C(=O)NCCc2csc(-c3cccc(F)c3)n2)cc1	-1%	-3%	?	14%	1%	-13%	-7%
CCOC(=O)c1c(NC(=O)Nc2ccc(F)cc2)sc(C(=O)N(C)C)c1C	-1%	-2%	-14%	-10%	1%	3%	-4%
Cc1cccc(C)c1NC(=O)CN1C(=O)CCSc2ccc(S(=O)(=O)N3CCCC3)cc21	-1%	-1%	4%	-22%	0%	3%	-6%
CCc1cnc2c(c1SCC(=O)N1CCCCC1)c(=O)n(C)c(=O)n2C	-1%	-2%	2%	3%	1%	1%	7%

In a second layout: three of the compounds above.
Each structure is followed by: NTMT1 inhibitor, GALK inhibitor, FH mod, p53null 39C tox, B2AR arrestin ag, TSG101-PTAP inh, p53null 32C tox
Cc1ccc(C)c(Cn2c(=O)c3c(nc4n3CCN4c3ccc(F)cc3)n(C)c2=O)c1
    -1%, -1%, 11%, -8%, -1%, 0%, 5%
O=C(Nc1ccccc1)C(Cc1ccccc1)N1Cc2ccccc2C1=O (stereo not drawn)
    10%, 0%, -3%, -10%, -1%, 1%, -3%
CCCCn1c2ccccc2c2nnc(SCC(=O)Nc3ccc(NC(C)=O)cc3)nc21
    ?, 2%, -9%, -1%, 0%, -1%, -5%

Remaining list, next part
SMILES	NTMT1 inhibitor	GALK inhibitor	FH mod	p53null 39C tox	B2AR arrestin ag	TSG101-PTAP inh	p53null 32C tox
NS(=O)(=O)c1ccc(CCNC(=O)C2CCN(c3ncnc4c3nc3n4CCCCC3)CC2)cc1	-6%	-3%	-6%	-2%	1%	0%	-4%
COc1cc2c(=O)c(S(=O)(=O)c3ccc(C)cc3)cn(Cc3cccc(C)c3)c2cc1OC	-11%	6%	-30%	8%	-1%	0%	23%
Cc1nc2ccc(S(=O)(=O)CCC(=O)Nc3ccc(C)c(C)c3)cc2s1	?	2%	0%	1%	0%	0%	10%
CSc1ccc(CCNC(=O)c2cc(C)nc3c2c(C)nn3-c2ccccc2)cc1	6%	4%	-1%	-10%	0%	4%	-3%
Cc1ccc2oc(=O)c3cnn(CC(=O)NCc4ccccc4Cl)c3c2c1	-7%	-10%	1%	27%	1%	0%	-1%
CSc1nc2sc3c(c2c(=O)n1-c1ccc(F)c(Cl)c1)CCN(C(C)=O)C3	?	1%	0%	-3%	0%	-2%	-3%
COc1ccc2c(c1)c1c(c(=O)n(Cc3ccccc3)c(=O)n1Cc1ccc(C)cc1)n2C	-23%	1%	2%	5%	0%	2%	2%
COc1ccccc1NC(=O)CN(C)S(=O)(=O)c1cccc2cccnc12	-3%	5%	-18%	-17%	-1%	0%	-10%
Cc1ccc(-c2noc(-c3ccccc3OCC(=O)Nc3ccccc3[N+](=O)[O-])n2)cc1	-3%	2%	4%	37%[activator]	-3%	-1%	23%
Cc1cccc(NC(=O)c2oc3ccccc3c2NC(=O)Cc2coc3ccc(C(C)C)cc23)c1	6%	-1%	-5%	-2%	0%	1%	2%
CCOc1ccc(NC(=O)CCn2c(=O)c3cccn3c3cccnc32)cc1	-3%	0%	2%	-19%	2%	0%	-1%
COc1cc2c(cc1OC)C(COc1ccc(C(C)C)cc1)N(C(=O)c1ccc(S(=O)(=O)N3CCCC3)cc1)CC2 (stereo not drawn)	2%	-5%	-23%	6%	-1%	-5%	10%
Cc1ccc(-n2c(=O)c3c(cnn3C)n(CC(=O)Nc3ccccc3C)c2=O)cc1	5%	7%	1%	8%	1%	-1%	2%
